All columns: NCI-60 one-dose screen, growth in % after 48 h at 10 µM unless noted; 100 = growth as untreated, 0 = no growth, -100 = all killed.
HCT-15: HCT-15 colon cancer | hit rate 5.2% among 82,000 | AID 1794746
SN12C: SN12C renal cancer cells; hit rate 3.8% among 81,000; AID 1794767
HT29: HT29 colon cancer. AID 1794748. hit rate 7.4% among 81,000
TK-10: TK-10 renal cancer cells. hit rate 3.9% among 81,000. AID 1794769
SW-620: SW-620 colon cancer. hit rate 5.2% among 82,000. AID 1794795
UO-31: UO-31 renal cancer; hit rate 5.2% among 81,000; AID 1794768
HCC-2998: HCC-2998 colon cancer | hit rate 4.7% among 79,000 | AID 1794799
786-0: 786-0 renal cancer cells; AID 1794775; hit rate 5.1% among 81,000
HCT-116: HCT-116 colon cancer. hit rate 7.3% among 82,000
* marks the source's active call; other numbers are inactive results; . = no result given; [ ] = dose if it differs, or a comment. Rule for the calls: active = growth percent below 10; inactive = the rest.

SMILES | HCT-15 | SN12C | HT29 | TK-10 | SW-620 | UO-31 | HCC-2998 | 786-0 | HCT-116
NC(=O)CC1CCC(c2ccccc2)CC1 (stereo not given) | 104 | 99 | 100 | 96 | 102 | 85 | 122 | 97 | 90
CCC(C)(c1ccccc1)c1ccccc1 | 98 | 100 | 107 | 106 | 102 | 93 | 107 | . | 105
CC(=O)c1ccc2c(c1)Cc1ccccc1-2 | 93 | 91 | 79 | 96 | 110 | 95 | . | 100 | 97
CC1=Cc2cc(Cl)cc(Cl)c2OC12Oc1c(Cl)cc(Cl)cc1C=C2C | 99 | 103 | 88 | 108 | 104 | 97 | 100 | 94 | 93
C(=N\Nc1nc2ccccc2s1)/c1cccc2ccccc12 | 67 | 102 | 102 | 134 | 107 | 55 | 85 | 106 | 83
CN(C)CCCNC(=O)/C=C\C(=O)O | 110 | 99 | 94 | 101 | 110 | 95 | 110 | 105 | 99
COc1cccc(/C=C/C(=O)O)c1 | 107 | 101 | 109 | 98 | 99 | 86 | 97 | 104 | 100
CCCCCCCC/C=C\CCCCCCCCOc1ccc(CC(=O)NCC[N+]2(C)CCCCC2)cc1 | 103 | 63 | 57 | 82 | 87 | 102 | 83 | 88 | 64
CC(C)(C)n1cc(-c2ccnc(NCCCNS(=O)(=O)c3cccc4ccccc34)n2)c(-c2ccc(F)c(O)c2)n1 | 43 | 85 | 47 | 105 | 81 | 58 | 97 | 86 | 47
Nc1ccc2cn[nH]c2c1 | 114 | . | 107 | 124 | 100 | 67 | 104 | 116 | 99
O=C1C2(Cl)C(Cl)=C(Cl)C1(Cl)C1(Cl)C(Cl)=C(Cl)C(=O)C21Cl (stereo not given) | 94 | 108 | 98 | 112 | 107 | 102 | 106 | 105 | 102
O=C(CSc1cc[n+](CCCF)c2ccccc12)n1ccc2ccccc21 | 106 | 94 | 109 | 149 | 97 | 67 | 109 | 104 | 91
N#Cc1ccc(NS(=O)(=O)c2ccc(-c3ccc(Cl)cc3Cl)cc2)cc1 | 80 | 87 | 93 | 84 | 95 | 76 | 82 | 87 | 80
C#C[C@]1(O)CC[C@H]2[C@@H]3CC=C4c5sc(N6CCN(C)CC6)nc5CC[C@]4(C)[C@H]3CC[C@@]21C | 8.1* | 77 | 5.3* | 100 | 20 | 77 | 81 | -39* | -41*
CC(O)c1cccc(/C(N)=N/C(N)=N/c2nc3ccccc3s2)c1 (stereo not given) | 57 | 87 | 110 | 133 | 98 | 89 | 118 | 101 | 70
CCCCCCCCCCCCCCC1(C(=O)O)CCOC1=O (stereo not given) | 104 | 116 | 119 | 115 | 103 | 94 | 110 | . | 98
COc1ccc(C2=NN(c3ccc(S(N)(=O)=O)cc3)C(c3cn(-c4ccccc4)nc3-c3ccc(C)cc3)C2)cc1OC (stereo not given) | 83 | 100 | 92 | 98 | 106 | 58 | 101 | 109 | 80
C/C(=C(/c1ccc(Cl)cc1)c1ccc(OCCN)cc1)c1ccccc1 | 91 | 100 | 96 | 98 | 92 | 88 | 94 | 104 | 97
CCCCCCCCCCOCCS | 100 | 104 | 99 | 108 | 111 | 86 | 110 | 98 | 103
c1ccc(N=C(C(=Nc2ccccc2)c2ccccc2)c2ccccc2)cc1 | 77 | 88 | 56 | 93 | 81 | 71 | 88 | 89 | 60
Cc1ccccc1NC(=O)Cc1csc2[n+]1C(=O)/C(=C\c1ccc3c(c1)OCO3)S2 | 105 | 103 | 91 | 106 | 102 | 79 | 108 | 101 | 88
CCOc1ccncc1[N+](=O)[O-] | 110 | 110 | 107 | 104 | 101 | 100 | 106 | 106 | 108
CCc1ccccc1-n1c(N)c(C#N)c(-c2ccc(N(C)C)cc2)c(C#N)c1=O | 98 | 97 | 101 | 100 | 93 | 85 | 104 | 94 | 94
C#CCn1cc(/C=N/Nc2nc(-c3ccc(F)cc3)cs2)c2ccccc21 | 71 | 88 | 107 | 173 | 98 | 79 | 115 | 107 | 87
COc1ccc(-c2nn(-c3cccc(NC(=O)Nc4cc(C(F)(F)F)cc(C(F)(F)F)c4)c3)cc2-c2ccncc2)cc1Cl | 12 | 19 | -17* | 12 | 11 | -12* | 8.0* | -13* | -22*
Continued:
SMILES | HCT-15 | SN12C | HT29 | TK-10 | SW-620 | UO-31 | HCC-2998 | 786-0 | HCT-116
Nc1nc2[nH]ncc2c(=O)[nH]1 | 107 | 101 | 114 | 101 | 91 | 84 | 96 | 103 | 93
Nc1nc(-c2cc(Cl)cc(Cl)c2)cc(-c2cc3ccccc3oc2=O)n1 | 101 | . | 107 | 95 | 98 | . | 97 | 108 | 96
NS(=O)(=O)c1cccc(N/C=C/C(=O)c2ccccc2)c1 | 104 | 104 | 109 | 99 | 114 | 96 | 109 | 97 | 107
Cc1ccc(S(=O)(=O)CC(=O)c2cc3ccccc3o2)cc1 | 97 | 99 | 104 | 107 | 103 | 89 | 103 | 106 | 114
CC1(C)CC[C@]2(c3nnc(-c4ccncc4)o3)CC[C@]3(C)C(=CC[C@@H]4[C@@]5(C)CCC(=O)C(C)(C)[C@@H]5CC[C@]43C)[C@@H]2C1 | 72 | 80 | 77 | 128 | 85 | 77 | 95 | 85 | 61
C=CCn1c(SCC(=O)Nc2ccc(C(=O)/C=C/c3ccc(Cl)cc3)cc2)nnc1-c1cc(OC)c(OC)c(OC)c1 | 90 | 80 | 97 | 102 | 98 | 67 | 106 | 81 | 6.4*
O=C1C(C2SC(=S)N(Cc3ccccc3)C2=O)SC(=S)N1Cc1ccccc1 (stereo not given) | 66 | 92 | 99 | 125 | 68 | 66 | 104 | 93 | 63
Nc1ccc(CCc2ccccn2)cc1 | 105 | 111 | 107 | 108 | 105 | 91 | 106 | 107 | 109
CCNC(=S)NNc1ccccc1 | 98 | 111 | 108 | 113 | 82 | 85 | 107 | 100 | 92
COc1ccc(C2Nc3ccccc3-n3cccc32)cc1OC (stereo not given) | 99 | 87 | 116 | 104 | 101 | 74 | 113 | 95 | 87
COc1ccc2cc(C(C)NC(=O)Nc3ccc(S(=O)(=O)Nc4ccccn4)cc3)ccc2c1 (stereo not given) | 105 | 95 | 85 | 107 | 81 | 84 | . | 89 | 38
O=C(c1ccc(Cl)cc1Cl)N1CCOCC1 | 112 | 105 | 105 | 101 | 102 | 83 | 106 | 97 | 94
CCS(=O)(=O)N1CCN(c2ccccc2)CC1 | 111 | 111 | 107 | 120 | 108 | 144 | 118 | 111 | 114
CC(=O)n1cc(-c2cc3cc(Cl)cc(Cl)c3oc2=O)c2ccccc21 | 104 | 101 | 107 | 120 | 102 | 89 | 107 | 97 | 98
O=[N+]([O-])c1c(N2CCN(CCO)CC2)nc2ccccn12 | 112 | 103 | 105 | 112 | 110 | 91 | 104 | 105 | 108
COC(=O)C1=C(C)NC(C)=C(C(=O)OC(C)C)C1c1cccc2nonc12 (stereo not given) | 97 | 82 | 101 | 118 | 106 | 88 | 105 | 110 | 99
CCOc1cc2c(cc1CC(Br)CBr)OCO2 (stereo not given) | 95 | 94 | 99 | 103 | 90 | 85 | 101 | 99 | 91
O=C(CCn1cnc2c(cc(-c3ccccc3)n2-c2ccncc2)c1=O)Nc1ccc(Cl)cc1 | 93 | 113 | 102 | 108 | 105 | 86 | 108 | 87 | 102
COc1ccc(-c2nc3cc(/C=N/c4nc5ccc(N6CCN(C)CC6)cc5s4)ccc3s2)cc1OC | 94 | 98 | 91 | 95 | 104 | 86 | 99 | 97 | 90
CCCc1c(Cl)c2c(OC)cc(-c3c(CC4OCCO4)cc4oc5ccccc5c(=O)c4c3O)c(O)c2c(=O)n1C | 97 | 94 | 104 | 115 | 100 | 70 | 97 | 93 | 88
CC(=O)OCC1OC(OCC2OC(OC(C#N)c3ccccc3)C(OC(C)=O)C(OC(C)=O)C2OC(C)=O)C(OC(C)=O)C(OC(C)=O)C1OC(C)=O (stereo not given) | 108 | 98 | 98 | 106 | 105 | 94 | 89 | . | 95
COc1cc(N(C)c2ccnc3ccc(C(F)(F)F)cc23)cc(OC)c1OC | 95 | 89 | 65 | 93 | 99 | 58 | 102 | 87 | 75
N#Cc1c(-c2ccccc2)n2c(nc1=O)SC(=O)C2 | 98 | 96 | 103 | . | 108 | 89 | 108 | 98 | 96
O=S1(=O)CC(N2CCCCC2)C1CN1CCCCC1 (stereo not given) | 97 | 109 | 98 | 106 | 110 | 84 | 101 | 112 | 107
Nc1nc(I)c2ncn(C3OC(CO)C(O)C3O)c2n1 (stereo not given) | 104 | 100 | 141 | 134 | 114 | 96 | 103 | 103 | 110
Remaining list, next part:
SMILES | HCT-15 | SN12C | HT29 | TK-10 | SW-620 | UO-31 | HCC-2998 | 786-0 | HCT-116
CC(C)c1cccc(C(C)C)c1NC(=O)Nc1cccc(C(F)(F)F)c1 | 79 | 86 | 99 | 92 | 89 | . | 106 | 92 | 81
COc1ccc(S(=O)(=O)N2CCN(c3cc4c(cc3F)c(=O)c(C(=O)O)cn4C3CC3)CC2)cc1OC | 93 | 97 | 100 | 92 | 106 | 65 | 103 | 101 | 100
CCOC(=O)[C@@]12CCCC=C1N1c3cc(Cl)ccc3-c3ccnn3[C@H]1CC2 | 77 | 86 | 95 | 116 | 94 | 63 | 100 | 99 | 93
O=C1CCc2cc(Nc3nc(NCCCO)nc4ccsc34)ccc2N1 | 94 | 102 | 100 | 112 | 95 | 91 | 101 | 99 | 98
CN(C)[C@@H]1C(=O)C(C(N)=O)=C(O)[C@@]2(O)C(=O)C3=C(O)c4c(O)ccc(Cl)c4[C@@H](O)[C@H]3C[C@@H]12 | 68 | 83 | 75 | . | 86 | 50 | 76 | 69 | 55
COc1cc(CNS(=O)(=O)c2ccc(C)cc2)ccc1OCc1cn(-c2ccccc2F)nn1 | 94 | 95 | 98 | 116 | 98 | 63 | . | 105 | 89
CCCOC(=O)COc1ccc(OC)cc1 | 99 | 96 | 103 | 88 | 88 | 86 | 107 | 109 | 105
O=C(O)c1ccccc1N/C=C/C(=O)c1cc2cc(Br)ccc2oc1=O | 97 | 96 | 110 | 140 | 101 | 88 | 121 | 101 | 100
COc1ccc(-n2nc(C(=O)Nc3ccc(Cl)cc3)nc2-c2cc(OC)c(OC)c(OC)c2)cc1 | 91 | 90 | 99 | 126 | 102 | 55 | . | . | 93
Cc1ccccc1Oc1nc2sc3cc(Cl)c(Cl)cc3n2c(=N)c1C#N | 122 | 93 | 104 | 136 | 127 | 77 | 106 | 102 | 101
Cc1cccc(Cc2nc3ccccc3[nH]2)c1 | 102 | 108 | 107 | 110 | 97 | 74 | . | 110 | 109
COc1ccc2nc(-c3ccc(OC)c(OC)c3)cc(-c3nnc(SCC(=O)Nc4ccc(C(C)=O)cc4)o3)c2c1 | 100 | 99 | 105 | 109 | 103 | 92 | 111 | 101 | 90
N#CCN(CC#N)CC#N | 112 | 101 | 107 | 110 | 123 | 91 | 108 | . | 101
O=C(O)[C@@H]1c2ccccc2C(=O)N(c2ccc(Cl)cc2)[C@H]1c1ccc(Cl)cc1 | 93 | 96 | 86 | 101 | 102 | 79 | 97 | 101 | 79
C#C[C@]1(O)CCC2C3CCc4cc(O)ccc4C3CC[C@@]21C (stereo not given in full) | 32 | 52 | 12 | . | 21 | 56 | 61 | 44 | 19
O=C1C=CC(=O)N1c1ccc2c(c1)Cc1cc(F)ccc1-2 | 97 | 95 | 95 | 99 | 98 | 81 | 93 | 112 | 94
COC12C=CC(CC1)C1C(=O)C=CC(=O)C12 (stereo not given) | 95 | 88 | 110 | 140 | 101 | . | 111 | 94 | 89
COC(=O)/C=C1/CCC2C3CCC4=CC(=O)C(Br)CC4(C)C3C(=O)CC12C (stereo not given) | 67 | 83 | . | . | 69 | 81 | 62 | 84 | 48
O=c1[nH]c(S)c(/C=C2\C=c3ccccc3=NC2=S)s1 | 88 | 97 | 109 | 118 | 100 | 70 | 103 | 101 | 97
CC(C)(C)OC(=O)O/N=C(\C#N)c1ccccc1 | 107 | 100 | . | 108 | 106 | 97 | . | 106 | 112
CCOC(=O)c1ccc(NC(=S)NC(=O)c2cccc(NC(C)=O)c2)cc1 | 52[100 µM] | 87[100 µM] | 84[100 µM] | 117[100 µM] | 101[100 µM] | 77[100 µM] | 92[100 µM] | 103[100 µM] | 91[100 µM]
COc1ccccc1Nc1nc(SC)nc(-c2cccc([N+](=O)[O-])c2)c1C#N | 92 | 93 | 96 | 117 | 100 | 91 | 110 | 97 | 85
N=C(/C=C/c1ccccc1)N1CCCCC1 | 94 | 99 | 81 | 88 | 105 | 84 | 91 | 89 | 65

Part of the list above in order of formula weight, ascending:
SMILES | HCT-15 | SN12C | HT29 | TK-10 | SW-620 | UO-31 | HCC-2998 | 786-0 | HCT-116
Cc1cccc(Cc2nc3ccccc3[nH]2)c1 | 102 | 108 | 107 | 110 | 97 | 74 | . | 110 | 109
C#C[C@]1(O)CCC2C3CCc4cc(O)ccc4C3CC[C@@]21C (stereo not given in full) | 32 | 52 | 12 | . | 21 | 56 | 61 | 44 | 19
O=c1[nH]c(S)c(/C=C2\C=c3ccccc3=NC2=S)s1 | 88 | 97 | 109 | 118 | 100 | 70 | 103 | 101 | 97
O=C1CCc2cc(Nc3nc(NCCCO)nc4ccsc34)ccc2N1 | 94 | 102 | 100 | 112 | 95 | 91 | 101 | 99 | 98
CCOC(=O)c1ccc(NC(=S)NC(=O)c2cccc(NC(C)=O)c2)cc1 | 52[100 µM] | 87[100 µM] | 84[100 µM] | 117[100 µM] | 101[100 µM] | 77[100 µM] | 92[100 µM] | 103[100 µM] | 91[100 µM]
Cc1ccccc1Oc1nc2sc3cc(Cl)c(Cl)cc3n2c(=N)c1C#N | 122 | 93 | 104 | 136 | 127 | 77 | 106 | 102 | 101

Given field by field: entries from further up.
COC12C=CC(CC1)C1C(=O)C=CC(=O)C12 (stereo not given)
  HCT-15: 95	SN12C: 88	HT29: 110	TK-10: 140	SW-620: 101	UO-31: .	HCC-2998: 111	786-0: 94	HCT-116: 89

COc1ccccc1Nc1nc(SC)nc(-c2cccc([N+](=O)[O-])c2)c1C#N
  HCT-15: 92	SN12C: 93	HT29: 96	TK-10: 117	SW-620: 100	UO-31: 91	HCC-2998: 110	786-0: 97	HCT-116: 85
